Screening data from PubChem.
rTrxR1 inhibitor: blocks rat thioredoxin reductase 1; AID 588453; O89049; recombinant rTrxR1, NADPH fluorescence consumption, selenite substrate; Potency, µM (titrated, usually from 114 µM), for the others: at the top dose activity change, negative = inhibition, most hits filed as inhibitors; actives 1% (n = 390,000); note: % is set by controls: 0 for no effect and ±100 for the full control effect; nearly all actives have a fitted effect of over 65% in size
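Rat TrxR1 (90 nM in the dispensed reagent) was pre-reduced with 400 uM NADPH for 5 min at room temperature, then incubated with compound for 15 min. After 400 uM selenite was added, NADPH fluorescence (Ex 340/Em 450 nm) was followed for 8 min.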
Vif-APOBEC3G blk: Vif-A3G binding inhibition. AID 602310. Q9HC16. Potency, µM (series often up to 46.1 µM), without a hit: top-dose activity, negative = active, most hits filed as inhibitors. HeLa A3G-eYFP + Vif (tagged APOBEC3G with the HIV-1 protein that degrades it), YFP fluorescence, overnight. actives 0.076% (n = 410,000);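 note: % is set by controls: 0 for no effect and ±100 for the full control effect; nearly all actives have a fitted effect of over 60% in size; hits raise eYFP signal because A3G escapes Vif-driven loss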
Target sequence (Q9HC16 whole entry, looked up): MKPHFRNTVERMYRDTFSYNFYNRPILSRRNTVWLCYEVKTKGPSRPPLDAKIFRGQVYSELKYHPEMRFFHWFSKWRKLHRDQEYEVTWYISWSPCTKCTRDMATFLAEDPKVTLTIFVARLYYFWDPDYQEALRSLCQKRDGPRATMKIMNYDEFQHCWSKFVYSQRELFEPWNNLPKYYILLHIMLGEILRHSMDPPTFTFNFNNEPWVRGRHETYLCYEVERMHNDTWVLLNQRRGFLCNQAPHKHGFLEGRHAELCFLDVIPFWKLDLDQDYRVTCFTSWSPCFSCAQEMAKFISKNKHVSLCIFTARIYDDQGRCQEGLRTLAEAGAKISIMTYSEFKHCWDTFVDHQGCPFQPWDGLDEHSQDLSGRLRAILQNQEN
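Read-out is eYFP fluorescence (Ex 488/Em 500-530) from Vif-expressing HeLa A3G-eYFP cells; more signal means A3G escaped Vif-mediated degradation. Cells plated overnight, compound pinned in, incubated overnight at 37 deg C.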
TrxR1 substrate: rat thioredoxin reductase 1 substrate activity; actives 0.01% (n = 390,000); purified TrxR1 substrate turnover, NADPH consumption readout; AID 588456; O89049; Potency, µM (top dose mostly 114 µM), without a hit: top-dose activity change, negative = substrate turnover; note: % is set by controls: 0 for no effect and ±100 for the full control effect; nearly all actives have a fitted effect of over 50% in size
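Rat TrxR1, dispensed at 90 nM, was prereduced with 400 uM NADPH (final) for 5 min at ~22 deg C, then incubated with compound 15 min before 400 uM selenite. A first-read NADPH fluorescence drop versus no-compound background flagged substrates.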
Vif-A3F inh: inhibitors of Vif-A3F interaction. HeLa A3F-eYFP + Vif (tagged APOBEC3F with the HIV-1 protein that degrades it), YFP fluorescence increase. Potency, µM (series often up to 46.1 µM), inactives show at the top dose activity, negative = active. actives 0.2% (n = 390,000). AID 602313; note: % of control where 0% means no effect; nearly all actives have a fitted effect of over 65% in size
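Fluorescence increase (Ex 488/Em 500-530) after overnight compound treatment at 37 deg C flags inhibition of Vif-driven A3F-eYFP loss in stable HeLa A3F-eYFP/Vif cells seeded overnight beforehand.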
IDH1 R132H inh: inhibitors of human mutant IDH1 R132H | O75874 | IDH1-R132H enzyme, NADPH consumption, diaphorase/resazurin fluorescence | Potency, µM (highest dose often 76.6 µM), without a hit: at the highest dose activity change, negative = inhibition, actives largely listed as inhibitors | actives 0.093% (n = 390,000) | AID 602179; note: % is set by controls: 0 for no effect and ±100 for the full control effect; nearly all actives have a fitted effect of over 65% in size
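IDH1-R132H (0.5 ug/mL) preincubated 30 min with compound, then NADPH (0.016 mM) and alpha-KG (2 mM) added; 80 min at RT, pH 7.5. Remaining NADPH coupled via diaphorase/resazurin to fluorescence (540/590 nm); concentration-response curves normalized to no-enzyme control.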
12-LOX inh: ALOX12 (human) lipoxygenase inhibition. AID 1671190. actives 1.1% (n = 580,000). purified 12hLO, xylenol orange hydroperoxide absorbance. P18054. Potency, µM (series often up to 108 µM), inactives show at the highest dose activity change, negative = inhibition, most hits filed as inhibitors; note: % is set by controls: 0 for no effect and ±100 for the full control effect
Target sequence (P18054 whole entry, looked up): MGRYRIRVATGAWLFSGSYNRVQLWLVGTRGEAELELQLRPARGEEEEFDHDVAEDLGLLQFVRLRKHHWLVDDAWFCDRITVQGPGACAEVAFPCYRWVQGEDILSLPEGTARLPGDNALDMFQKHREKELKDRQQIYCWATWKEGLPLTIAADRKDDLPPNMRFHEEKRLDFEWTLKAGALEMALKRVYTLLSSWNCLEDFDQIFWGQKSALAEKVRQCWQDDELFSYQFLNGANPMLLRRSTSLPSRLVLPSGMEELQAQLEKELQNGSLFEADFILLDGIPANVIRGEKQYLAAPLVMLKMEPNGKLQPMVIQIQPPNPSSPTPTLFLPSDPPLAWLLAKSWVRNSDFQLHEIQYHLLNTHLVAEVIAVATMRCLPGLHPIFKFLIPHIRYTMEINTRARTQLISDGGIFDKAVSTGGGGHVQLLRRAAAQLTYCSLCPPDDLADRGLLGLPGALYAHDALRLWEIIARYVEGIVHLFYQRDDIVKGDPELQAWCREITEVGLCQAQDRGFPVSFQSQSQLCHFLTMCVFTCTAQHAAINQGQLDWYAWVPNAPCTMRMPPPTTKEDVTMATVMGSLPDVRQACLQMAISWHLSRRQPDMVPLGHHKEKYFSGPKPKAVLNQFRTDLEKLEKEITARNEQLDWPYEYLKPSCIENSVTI
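Hydroperoxide product was detected by ferrous iron/xylenol orange as the 573 to 405 nm absorbance ratio. Arachidonic acid at 40 uM (final) was turned over for 30 min at room temperature by 150 nM human 12hLO, pH 7.0 Hepes buffer, after 15 min compound preincubation.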
RGS4 inhibitor: blocks human RGS4-accelerated GTP hydrolysis; actives 0.039% (n = 390,000); Potency, µM (doses to about 114 µM), for the others: at the highest dose activity change, negative = inhibition, most hits filed as inhibitors; P49798; Transcreener GDP fluorescence polarization, RGS4-accelerated GTP hydrolysis; note: % is set by controls: 0 for no effect and ±100 for the full control effect; nearly all actives have a fitted effect of over 75% in size; some results filed as inactive show a strong effect at the top dose
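MLSMR compounds (23 nl, pin-transferred) preincubated 10 min at room temperature with a 500nM (2x) first reagent, then RGS4 at 900nM (2x) plus Transcreener GDP mix added; fluorescence polarization (620/688 nm) read before and after 90 min at 30 °C.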
RXFP1 ag: RXFP1 (human) receptor agonism; Q9HBX9; HEK293T-RXFP1 cAMP TR-FRET, 30 min; response scale: percent of porcine relaxin response, buffer zero; Potency, µM (series often up to 57.5 µM), for inactives: top-dose activation, actives largely listed as activators; actives 0.3% (n = 370,000); AID 2676; note: % is set by controls: 0 for no effect and ±100 for the full control effect; nearly all actives have a fitted effect of over 60% in size; many of its hits are not listed in these tables
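HEK293 cells stably expressing RXFP1, treated 30 min at 37C with compounds plus PDE4 inhibitor Ro 20174; cAMP measured by HTRF TR-FRET. Normalized to buffer and 29 nM porcine relaxin; EC50 by Hill fit.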
USP1 inh: inhibitors of human USP1/UAF1 deubiquitinase | O94782 | recombinant USP1/UAF1, Ub-Rhodamine cleavage fluorescence | Potency, µM (highest dose often 57.1 µM), for the others: at the top dose activity change, negative = inhibition, usual class: inhibitors | actives 0.23% (n = 390,000); note: % is set by controls: 0 for no effect and ±100 for the full control effect; nearly all actives have a fitted effect of over 60% in size; inactives centre near -12
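High-throughput fluorogenic screen: 1nM USP1/UAF1 complex, Ub-Rho substrate 150nM final, 50mM HEPES pH 7.8 with 0.5mM EDTA, 0.1 mg/ml BSA, 1mM TCEP and 0.01% Tween-20.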
The depositor's hits bear a star; ? = inconclusive; nt = no result given; & = joins results of further samples; [ ] = dose if it differs, or a comment. Calls come from the whole dose curve; as a rule, active = well fitted curve in the direction sought with a large enough effect; inconclusive = small, poorly fitted or top-dose-only effect, or another doubt; inactive = no such curve, though single readings can be large; an effect the other way counts as inactive or inconclusive. Potency is the fitted concentration of half-maximal effect. Not all compounds are listed (hit frequency here may not be typical).

structure	Vif-A3F inh	RXFP1 ag	12-LOX inh	Vif-APOBEC3G blk	TrxR1 substrate	RGS4 inhibitor	USP1 inh	rTrxR1 inhibitor	IDH1 R132H inh
Cc1ccc(S(=O)(=O)N2CCOCC2)cc1NC(=O)COC(=O)/C=C/c1ccc(F)cc1	6%	nt	-14%	0%	5%[11.4 µM]	-20%	-15%	5%[11.4 µM]	3%
CC(=O)Nc1ccc(NC(=O)[C@@H]2CCCC[C@@H]2C(=O)O)cc1	-8%	1.7%	-14%	1%	-1%	0%	-17%	7%	-5%
CCc1ccccc1NC(=O)CN1CCN(C(=O)C(C)NC(=O)c2ccc(Cl)cc2)CC1 (stereo not drawn)	4%	0.0%	-1%	2%	-1%	-7%	-9%	4%	10%
O=C(CCS(=O)(=O)Cc1ccc(Cl)cc1)NCCc1ccccc1	?	-0.8%	-9%	-7%	7%	-2%	-25%	28%	8%
CN(CC(=O)Nc1cccc2ccccc12)C(=O)c1ccc(F)cc1F	1%	-0.1%	31%[activator]	2%	14%	?	-20%	40%[activator]	0%
O=C(Cc1ccc(Cl)cc1)Nc1ccc2c(c1)C(=O)NC2=O	2%	-1.4%	-28%	2%	9%[57.1 µM]	-19%	1%	24%[57.1 µM]	2%
O=C(CN1CCN(S(=O)(=O)c2ccc(F)cc2)CC1)Nc1ccc2c(c1)OCCO2	2%	-0.6%	-2%	1%	5%[57.1 µM]	36%	-7%	6%[57.1 µM]	1%
O=S(=O)(NC(=NCc1ccccc1)c1ccccc1F)c1ccccc1	1%	-2.3%	4%	0%	8%	-9%	-19%	27%	1%

(further entries)
structure	Vif-A3F inh	RXFP1 ag	12-LOX inh	Vif-APOBEC3G blk	TrxR1 substrate	RGS4 inhibitor	USP1 inh	rTrxR1 inhibitor	IDH1 R132H inh
Cc1ccc(NC(=O)CC2Oc3ccc(C)cc3NC2=O)c(C)c1 (stereo not drawn)	-12%&-1%	1.1%&-0.7%	-15%&-18%	-20%&-23%	0%&-9%	23%&-17%	?	22%&-6%	3%&-7%
CC(=O)c1ccc(NS(=O)(=O)c2ccc([N+](=O)[O-])cc2)cc1	-4%	nt	-1%	1%	-14%	6%	-10%	-16%	-9%
CS(=O)(=O)NN1C(=O)c2ccccc2NC1c1cccs1 (stereo not drawn)	-14%	4.3%	-2%&4%	0%	117%	?	-12%	50%[57.1 µM]	7%
COC(=O)c1ccc(NS(=O)(=O)c2cccc3cccnc23)cc1	-3%	-0.4%	0%	-4%	7%	-15%	-2%	24%	11%
Cc1ccccc1Cn1cc(NC(=O)c2noc3c2CC(C(C)(C)C)CC3)cn1 (stereo not drawn)	1%	3.1%	15%	2%	9%	10%	-7%	19%	2%
Cc1noc(C)c1C(=O)OCC(=O)NCCC1=CCCCC1	-1%	0.8%	-20%	-11%	-5%	-15%	-15%	-11%	6%
O=C(NNc1cccc(Cl)n1)C(F)(F)F	-16%	1.5%	-3%	-6%	-4%[57.1 µM]	9%	-19%	7%[57.1 µM]	7%
Cc1ccccc1Nc1cc(C(=O)NCC2CCCO2)c2ccccc2n1 (stereo not drawn)	-3%	-2.7%	-13%	-2%	-6%	-28%[11.4 µM]	-20%	-7%	-3%

Next section.
structure	Vif-A3F inh	RXFP1 ag	12-LOX inh	Vif-APOBEC3G blk	TrxR1 substrate	RGS4 inhibitor	USP1 inh	rTrxR1 inhibitor	IDH1 R132H inh
c1ccc(-c2nc3c4ccccc4ccn3c2CN2CCCCC2)cc1	-16%	0.1%	12%	-4%	-6%	15%	-18%	-13%	-4%
CC(=O)Nc1ccc(-c2ccc3nnc(C)n3n2)cc1	-2%	29%	-2%	1%	2%	-5%	-25%	16%	4%
COC(=O)c1ccc(C2C(C(=O)c3cc4ccccc4o3)=C(O)C(=O)N2CCCN(C)C)cc1 (stereo not drawn)	-1%	?	?	2%	-5%	-6%	-12%	2%[57.1 µM]	1%
CCOc1ccc(-n2c(C)cc(/C=C3/C(=N)N4C(=NC3=O)SN=C4S(C)(=O)=O)c2C)cc1	-32%	0.3%	35µM*	0%	-4%	?	?	-13%	-19%
COc1cccc(NC(=O)c2ccccc2-c2ccccc2)c1	-8%	0.8%	-10%	0%	6%	18%	-7%	16%	0%
CCCn1c2ccc(C)cc2c2nnc(SCCN3CCOCC3)nc21	3%	3.8%	-27%	11%	-8%[57.1 µM]	-11%	-21%	2%[57.1 µM]	6%
COc1ccc(NC(=O)C2CC(c3ccc(OC)c(OC)c3)=NO2)cc1OC (stereo not drawn)	-15%	-0.4%	0%	-8%	-1%	9%	-18%	8%	1%
CSc1nc(-c2ccc(F)cc2)cc(=O)[nH]1	-1%	4.0%	?	1%	-10%	-21%	1%	-16%	0%

(more compounds)
structure	Vif-A3F inh	RXFP1 ag	12-LOX inh	Vif-APOBEC3G blk	TrxR1 substrate	RGS4 inhibitor	USP1 inh	rTrxR1 inhibitor	IDH1 R132H inh
c1ccc(CCN(Cc2ccccc2)Cc2nc(C3CC3)no2)cc1	1%	-0.5%	-3%	-2%	-3%[57.1 µM]	-20%	-20%	15%[57.1 µM]	13%
CC1(C)CC(NS(=O)(=O)c2ccc(C(C)(C)C)cc2)CC(C)(C)N1	-9%	2.5%	?	0%	0%	-9%	-19%	22%	-11%
C/C(=N\Nc1nc2c(s1)CCCC2)c1ccc(Cl)cc1	-10%	0.2%	40µM*	-8%	-10%	-13%[11.4 µM]	-7%	-71%	1%
O=C(CSc1nc(O)cc(=O)n1-c1ccc(Cl)c(Cl)c1)Nc1ccc(Cl)cc1Cl	-6%	2.5%	?	-4%	-3%	-3%	-17%	5%	5%
CCN1CCN(C(=O)CSc2nc3c(c(=O)n(C)c(=O)n3C)n2C)CC1	2%	?	16%	4%	-1%	2%	-22%	7%	-3%
Cc1cc(C)c2c(n1)nn1c(NCCOCCO)cc(C)nc21	-10%	6.1%	22%	1%	687%[activator][57.1 µM]	-5%	-5%	149%[activator][57.1 µM]	5%
O=C(NC(=S)Nc1nc2ccccc2s1)c1ccco1	?	23%	-8%	0%	3%	-22%	-22%	2%	-7%
Cc1c(C(=O)N2CCC(C)CC2)c(S(=O)(=O)Nc2cccc(C(F)(F)F)c2)c(C)n1C	-8%	-0.6%	-8%	0%	2%[57.1 µM]	-16%	-9%	4%[57.1 µM]	15%

(list continues)
structure	Vif-A3F inh	RXFP1 ag	12-LOX inh	Vif-APOBEC3G blk	TrxR1 substrate	RGS4 inhibitor	USP1 inh	rTrxR1 inhibitor	IDH1 R132H inh
CN(Cc1ccccc1)C(=O)CN(Cc1ccccc1)S(C)(=O)=O	2%	0.0%	0%	-1%	-2%	-26%	2%	6%	6%
Cn1c(SCC(=O)NCc2ccc3c(c2)OCO3)nnc1-c1cccs1	-2%	0.4%	55%[activator]	-1%	-5%	-12%[56.9 µM]	-14%	-15%	2%
Cc1ccc(OCc2nc(-c3ccc(C(=O)NCCc4ccc(Cl)cc4)cc3)oc2C)cc1	0%	0.9%	-29%	1%	6%	-6%	-18%	16%	14%
CN(C)C(=O)c1ccc(NC(=O)COC(=O)/C=C/c2cccs2)cc1	-15%	-0.8%	-11%	2%	-7%	24%	2%	8%	5%
COc1ccccc1C(=O)OCCN=C1NS(=O)(=O)c2ccccc21	-4%	0.2%	0%	-2%	-8%	-5%	-17%	-9%	0%
CCOC(=O)N1CCC(NC(=O)Cn2cccc2C(=O)c2ccccc2C)CC1	0%	0.9%	0%	2%	-4%	-8%	-21%	-8%	6%
CN1C(=O)c2cccc(NC(=O)Cc3ccccc3)c2C1=O	-4%	0.0%	17%[57.4 µM]	-7%	22%	10%	4%	10%	6%
CCOC(=O)CNc1nc2ccccc2n2c(C)nnc12	-8%&-7%	13%&-0.4%	-1%&-7%	-1%&2%	-3%&-5%	-2%&-9%	-6%&-24%	-11%&9%	5%&-9%

Further entries
structure	Vif-A3F inh	RXFP1 ag	12-LOX inh	Vif-APOBEC3G blk	TrxR1 substrate	RGS4 inhibitor	USP1 inh	rTrxR1 inhibitor	IDH1 R132H inh
COC(=O)c1c(NC(=O)Cn2cnc([N+](=O)[O-])n2)sc2c1CCC(C)C2 (stereo not drawn)	-9%	-0.6%	?	4%	-6%	?	-12%	-11%	1%
COc1ccc(C(=O)NC(=S)N2CCCC2)cc1	-1%	1.6%	?	-1%	-2%	-22%	-26%	-4%	-17%
COC(=O)c1ccc(NS(=O)(=O)c2ccc3[nH]c4c(c3c2)CCCCC4)cc1	-11%	-0.1%	?	-20%	-7%	-1%	-12%	14%	-12%
Cc1nnsc1NC(=O)OCc1ccc(Cl)cc1Cl	-6%	1.3%	0%	-11%	-4%	2%	-13%	-3%	5%

Arranged by SMILES length (high to low): part of the list above.
structure	Vif-A3F inh	RXFP1 ag	12-LOX inh	Vif-APOBEC3G blk	TrxR1 substrate	RGS4 inhibitor	USP1 inh	rTrxR1 inhibitor	IDH1 R132H inh
COC(=O)c1c(NC(=O)Cn2cnc([N+](=O)[O-])n2)sc2c1CCC(C)C2 (stereo not drawn)	-9%	-0.6%	?	4%	-6%	?	-12%	-11%	1%
CN1C(=O)c2cccc(NC(=O)Cc3ccccc3)c2C1=O	-4%	0.0%	17%[57.4 µM]	-7%	22%	10%	4%	10%	6%
COc1ccc(C(=O)NC(=S)N2CCCC2)cc1	-1%	1.6%	?	-1%	-2%	-22%	-26%	-4%	-17%
